Cardio protect: cardioprotection against H2O2-induced cell death, primary screen, uHTS, H9c2 cells, ATPLite luminescence; H9c2 cardiomyocytes, H2O2 injury protection, 2 h; protection from H2O2 cell death, % at 20 µM; 360,000 tested, 0.63% active;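 active = compounds giving at least 50% protection of heart cells from peroxide-induced death in the single-dose screen, raw or plate-pattern-corrected value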;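 note: 0% = DMSO wells with peroxide and 100% = DMSO wells without peroxide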
HTR2A ag: mouse Htr2a agonists via beta-arrestin recruitment, primary screen, cell-based, luminescence; AID 624169, 2012; 5-hydroxytryptamine receptor 2A (Mus musculus), P35363; activation, % at 7.6 µM; CHO-K1 mHTR2A beta-arrestin complementation; percent of 30 µM serotonin response; 360,000 tested, 0.66% active;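 active = activation above a run cutoff, the mean activation of all tested compounds plus 3 SD, cut at about 14% in these data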;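 note: 0% = plate median of compound wells and 100% = 30 µM serotonin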
ABHD5-PLIN5 inh: ABHD5-PLIN5 interaction inhibitors, primary screen, cell lysate, split luciferase complementation, luminescence. Split G. princeps luciferase complementation, 4 h. inhibition, % at 4 µM. 360,000 tested, 0.78% active. AID 602281, 2012;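 active = inhibition above the mean inhibition across every tested compound plus 3 SD, cut at about 22% in these data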;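 note: 0% = DMSO only wells and the 100% control is not disclosed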
NOD2 RIPK2 PPI: NOD2-RIPK2 binding disruptors in cells, primary screen, fluorescence, CHO cells, BLA complementation | AID 624267, 2012 | inhibition, % at 4.98 µM | 360,000 tested, 0.38% active | Receptor-interacting serine/threonine-protein kinase 2 (Homo sapiens), O43353 | CCF4 ratio; in the data active = inhibition above about 21%;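 note: 0% = vehicle only and 100% = reference blocker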
TLR9-MyD88 inh: inhibitors of TLR9-MyD88 association in cells, primary screen, cell-based, CHO, BLA complementation, fluorescence. 340,000 tested, 0.21% active. inhibition, % at 4.98 µM. Toll-like receptor 9 (Homo sapiens) + Myeloid differentiation primary response protein …. CCF4 FRET ratio;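 active = inhibition above the mean over all tested compounds plus 3 SD, cut at about 21% in these data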;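 note: 0% = DMSO only wells and 100% = clavulanate BLA inhibitor control wells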
Target sequence (Q99836 whole entry, looked up): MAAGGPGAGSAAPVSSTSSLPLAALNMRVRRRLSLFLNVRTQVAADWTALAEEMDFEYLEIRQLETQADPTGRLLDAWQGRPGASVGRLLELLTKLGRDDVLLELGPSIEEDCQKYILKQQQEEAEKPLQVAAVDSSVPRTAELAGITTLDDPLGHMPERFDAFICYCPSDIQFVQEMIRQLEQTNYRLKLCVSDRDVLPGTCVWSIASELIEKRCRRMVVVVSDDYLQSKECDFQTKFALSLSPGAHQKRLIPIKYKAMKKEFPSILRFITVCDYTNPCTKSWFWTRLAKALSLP
Target sequence (Q9NR96 whole entry, looked up): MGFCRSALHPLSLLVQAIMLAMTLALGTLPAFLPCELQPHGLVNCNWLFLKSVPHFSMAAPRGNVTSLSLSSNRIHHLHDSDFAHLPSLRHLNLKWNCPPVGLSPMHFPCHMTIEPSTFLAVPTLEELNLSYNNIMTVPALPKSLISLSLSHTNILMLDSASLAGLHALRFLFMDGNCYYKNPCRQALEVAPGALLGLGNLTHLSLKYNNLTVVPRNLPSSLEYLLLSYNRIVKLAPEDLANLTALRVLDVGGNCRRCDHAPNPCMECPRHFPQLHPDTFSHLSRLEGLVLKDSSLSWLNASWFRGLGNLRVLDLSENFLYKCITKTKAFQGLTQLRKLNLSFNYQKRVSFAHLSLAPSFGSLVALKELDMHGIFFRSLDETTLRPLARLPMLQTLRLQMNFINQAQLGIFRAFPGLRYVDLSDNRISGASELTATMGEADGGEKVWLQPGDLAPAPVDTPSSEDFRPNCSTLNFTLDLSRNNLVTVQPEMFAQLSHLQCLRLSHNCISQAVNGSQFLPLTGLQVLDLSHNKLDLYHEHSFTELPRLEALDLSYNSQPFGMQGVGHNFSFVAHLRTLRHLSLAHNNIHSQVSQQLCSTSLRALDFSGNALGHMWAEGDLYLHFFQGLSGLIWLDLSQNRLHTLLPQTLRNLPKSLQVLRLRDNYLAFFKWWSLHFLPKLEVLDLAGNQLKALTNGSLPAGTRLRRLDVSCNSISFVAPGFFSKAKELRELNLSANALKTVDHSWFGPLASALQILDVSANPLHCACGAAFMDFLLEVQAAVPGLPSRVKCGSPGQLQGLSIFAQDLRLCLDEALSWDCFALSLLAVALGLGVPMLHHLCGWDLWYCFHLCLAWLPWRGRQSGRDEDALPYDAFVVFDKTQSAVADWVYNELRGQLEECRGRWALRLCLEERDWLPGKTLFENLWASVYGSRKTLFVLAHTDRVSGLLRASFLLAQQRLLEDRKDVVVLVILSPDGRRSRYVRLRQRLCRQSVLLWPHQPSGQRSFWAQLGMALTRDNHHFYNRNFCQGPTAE
ABCB6 inh MLPCN: ABCB6 transporter inhibitors, primary screen, K562-ABCB6 cells, flow cytometry, MLPCN library; ATP-binding cassette sub-family B member 6 (Homo sapiens), Q9NP58; K562-ABCB6 porphyrin accumulation, 1 h; active compounds read low; fluorescence ratio to DMSO, % at 10 µM; 360,000 tested, 0.19% active; AID 602162, 2011;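 active = fluorescence ratio to DMSO below 75%, the collection mean minus 3 SD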;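 note: signal is porphyrin accumulated inside mitochondria; 100% equals median channel fluorescence of DMSO control wells; lower ratio means ABCB6 inhibition with less porphyrin fluorescence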
SRC2 inh: inhibition of GAL4-SRC2 driven luciferase reporter, primary screen, SRC2 inhibitor project, cell-based, luminescence; inhibition, % at 9 µM; AID 651957, 2012; 370,000 tested, 0.17% active; Nuclear receptor coactivator 2 (Homo sapiens), Q15596; HEK293 GAL4-SRC2 luciferase reporter;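 active = inhibition above the mean inhibition of all tested compounds plus 3 SD, set per campaign, cut at about 52% in these data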;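 note: 0% = DMSO treated cells and 100% = cells given Gossypol at 36 µM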
N-glyco inh: increase of ERlucT glycosylation luciferase signal, primary screen, N-linked glycosylation inhibitor project, D54 ERlucT cells, luminescence, set 2. reporter increase, % at 12.5 µM. 360,000 tested, 0.23% active. AID 588692, 2011. D54 ERlucT glycosylation luciferase reporter, 24 h; percent of 100 nM tunicamycin response;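 active = mean luciferase reporter signal, scaled so untreated is 0 and the glycosylation-blocking control 100, at or above a set limit in every replicate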;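 note: luciferase carries N-glycosylation sites so blocking glycosylation raises the light; 0% = median of neutral control wells and 100% = median of 100 nM tunicamycin wells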
MC4R antagonist: MC4R antagonists of cAMP signaling, primary screen, cell-based, TR-FRET, antagonist arm of biased-ligand search | MC4R-expressing cells, MTII-stimulated cAMP, LANCE TR-FRET | inhibition, % at 6.5 µM | 360,000 tested, 0.48% active | AID 540295, 2011;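 active = inhibition above its plate's cutoff, the mean of tested wells on that plate plus 3 SD, cut at about 29% in these data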;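 note: 0% = Melanotan II alone and 100% = Melanotan II plus saturating MCL0020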
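System: U2OS cells stably expressing human melanocortin 4 receptor (MC4R). Reagent: Melanotan II challenge after compound preincubation. Doses: 6.5 µM. Times: 30-min compound, 1-h challenge, 1-h detection, room temperature. Measured by: TR-FRET with Eu-cAMP and labeled anti-cAMP, 671 nm. Replicates: singlicate.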
MC4R ag barr: MC4R agonists recruiting beta-arrestin, primary screen, cell-based, luminescence, agonist arm of biased-ligand search. U2OS MC4R beta-arrestin complementation; percent of melanotan II response, DMSO zero. activation, % at 8.9 µM. 360,000 tested, 0.98% active. AID 540308, 2011;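 active = activation above a per-plate cutoff, the mean activation of sample wells on that plate plus 3 SD, cut at about 8% in these data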
* = called active by the depositor. A portion of the library, so the mix of outcomes need not match the whole.

For COc1cccc(/C=C2\SC(=S)N(c3cccnc3)C2=O)c1OC the results were Cardio protect -8.3, HTR2A ag -0.5, ABHD5-PLIN5 inh -7.3, NOD2 RIPK2 PPI -0.2, TLR9-MyD88 inh 2.8, ABCB6 inh MLPCN 95.0, SRC2 inh -31.4, N-glyco inh 2.0, MC4R antagonist -14.1 and MC4R ag barr -2.9.
For CC(CC(=O)NC1CCCC1)c1ccccc1 (stereo not given) the results were Cardio protect -4.8, HTR2A ag -1.3, ABHD5-PLIN5 inh 2.8, NOD2 RIPK2 PPI 0.4, TLR9-MyD88 inh -0.2, ABCB6 inh MLPCN 93.0, SRC2 inh 22.4, N-glyco inh 0.6, MC4R antagonist 9.5 and MC4R ag barr -1.2.
Screening CC[C@H](C)/C=C/C1=CC2=C(Cl)C(=O)[C@@]3(C)OC(=O)C(C(=O)[C@H](C)[C@@H](C)O)=C3C2=CO1 returned Cardio protect -6.6, HTR2A ag -1.5, ABHD5-PLIN5 inh 9.1, NOD2 RIPK2 PPI 1.6, TLR9-MyD88 inh 4.1, ABCB6 inh MLPCN 101.0, N-glyco inh 3.7, MC4R antagonist 26.5 and MC4R ag barr 0.8.
Screening COc1ccccc1Nc1nc(N)nc(CN2CCc3ccccc3C2)n1 returned Cardio protect 7.8, HTR2A ag -2.2, ABHD5-PLIN5 inh 3.1, NOD2 RIPK2 PPI 8.1, TLR9-MyD88 inh 0.7, ABCB6 inh MLPCN 106.0, SRC2 inh -24.1, N-glyco inh 1.8, MC4R antagonist 5.9 and MC4R ag barr -2.3.
CCOc1ccc(/C(O)=C2/C(=O)C(=O)N(CCCN3CCOCC3)C2c2ccc(F)cc2)cc1C (stereo not given) was read as Cardio protect 3.1, HTR2A ag -1.3, ABHD5-PLIN5 inh -5.2, NOD2 RIPK2 PPI 2.3, TLR9-MyD88 inh 0.9, ABCB6 inh MLPCN 95.0, SRC2 inh -36.4, N-glyco inh 1.1, MC4R antagonist 22.1 and MC4R ag barr 1.1.
CCN1C(=NCc2ccco2)N[C@@H](c2cccc(F)c2)C(C(=O)OC)=C1C was read as Cardio protect -6.2, HTR2A ag 11.2, ABHD5-PLIN5 inh -17.6, NOD2 RIPK2 PPI -0.7, TLR9-MyD88 inh 2.7, ABCB6 inh MLPCN 103.0, SRC2 inh 10.7, N-glyco inh -2.5, MC4R antagonist -0.4 and MC4R ag barr -0.7.
For O=C(c1ccc(Br)cc1)c1cc(-c2ccccn2)c(N2CCOCC2)s1 the results were Cardio protect 5.1, HTR2A ag 2.4, ABHD5-PLIN5 inh 4.7, NOD2 RIPK2 PPI 2.8, TLR9-MyD88 inh 11.5, ABCB6 inh MLPCN 92.0, SRC2 inh 5.5, N-glyco inh -1.7, MC4R antagonist 10.1 and MC4R ag barr -1.1.
`Cc1cccc2[nH]c(SCC(=O)N3CCOCC3)nc12` gave Cardio protect 5.8, HTR2A ag -0.6, ABHD5-PLIN5 inh -0.2, NOD2 RIPK2 PPI -6.9, TLR9-MyD88 inh -6.5, ABCB6 inh MLPCN 92.0, SRC2 inh -77.2, N-glyco inh -1.2, MC4R antagonist 13.1 and MC4R ag barr 3.1.
Screening COc1cc2c(cc1OC)CN(CC(=O)Nc1cccc([N+](=O)[O-])c1)CC2 returned Cardio protect 9.2, HTR2A ag -5.4, ABHD5-PLIN5 inh 4.9, NOD2 RIPK2 PPI -0.5, TLR9-MyD88 inh -9.7, ABCB6 inh MLPCN 98.0, SRC2 inh 7.9, N-glyco inh -4.1, MC4R antagonist 6.0 and MC4R ag barr 0.6.
For Cc1noc(C)c1NC(=O)Nc1ccc2c(c1)C(=O)N([C@H](C)CO)C[C@H](C)[C@@H](CN(C)C(=O)Nc1ccccc1)O2 the results were Cardio protect -1.7, HTR2A ag 2.9, ABHD5-PLIN5 inh 11.4, NOD2 RIPK2 PPI 4.4, TLR9-MyD88 inh 10.4, ABCB6 inh MLPCN 97.0, SRC2 inh -3.3, N-glyco inh 1.8, MC4R antagonist 3.5 and MC4R ag barr -1.1.
For O=C(Nc1cccc(-c2nc3ccccc3s2)c1)c1cc(-n2cnnc2)ccc1Cl the results were Cardio protect 75.7*, HTR2A ag -4.2, ABHD5-PLIN5 inh 6.5, NOD2 RIPK2 PPI 2.1, TLR9-MyD88 inh 2.5, ABCB6 inh MLPCN 100.0, N-glyco inh -1.3, MC4R antagonist 27.8 and MC4R ag barr -0.9.
For CCc1ccc(NC(=O)[C@H](C)NC(=O)C2CCN(C(=O)[C@@H](N)CC(C)C)CC2)cc1 the results were Cardio protect 0.9, HTR2A ag 4.9, ABHD5-PLIN5 inh 2.1, NOD2 RIPK2 PPI -6.0, TLR9-MyD88 inh 1.7, ABCB6 inh MLPCN 92.0, SRC2 inh -34.3, N-glyco inh -0.3, MC4R antagonist 7.9 and MC4R ag barr -0.4.
For Cc1[nH]cnc1CSCCN the results were Cardio protect 1.2, HTR2A ag 5.0, ABHD5-PLIN5 inh -3.8, NOD2 RIPK2 PPI -8.5, TLR9-MyD88 inh -0.7, ABCB6 inh MLPCN 101.0, SRC2 inh 11.8, N-glyco inh -0.1, MC4R antagonist 1.2 and MC4R ag barr -0.3.
For O=C(Nc1ccc(F)cc1)C1CCN(C(=O)c2ccc([N+](=O)[O-])cc2)CC1 the results were Cardio protect 1.2, HTR2A ag -4.4, ABHD5-PLIN5 inh -3.1, NOD2 RIPK2 PPI -2.7, TLR9-MyD88 inh -3.7, ABCB6 inh MLPCN 105.0, SRC2 inh -3.7, N-glyco inh 1.5, MC4R antagonist 13.8 and MC4R ag barr -1.8.
Screening CCN(CC)c1ccc(/C=C2\CCC(/C=C(/C#N)C(=O)Nc3ccccc3F)=C2N2CCOCC2)cc1 returned Cardio protect -5.4, HTR2A ag -1.1, ABHD5-PLIN5 inh 1.0, NOD2 RIPK2 PPI 6.4, TLR9-MyD88 inh -0.2, ABCB6 inh MLPCN inactive, SRC2 inh -1.0, N-glyco inh 2.1, MC4R antagonist -3.6 and MC4R ag barr -1.2.
For O=C(CCS(=O)(=O)c1cccs1)NC1CCCCCC1 the results were Cardio protect -4.4, HTR2A ag -2.4, ABHD5-PLIN5 inh -1.5, NOD2 RIPK2 PPI -1.1, TLR9-MyD88 inh -4.6, ABCB6 inh MLPCN 96.0, SRC2 inh -30.5, N-glyco inh 0.7, MC4R antagonist 1.5 and MC4R ag barr -1.4.
For CCCCCCC1CC(=O)NC(=S)N1 (stereo not given) the results were Cardio protect 10.9, HTR2A ag -5.1, ABHD5-PLIN5 inh 1.4, NOD2 RIPK2 PPI -1.2, TLR9-MyD88 inh -11.5, ABCB6 inh MLPCN 101.0, SRC2 inh -16.9, N-glyco inh 2.5, MC4R antagonist 1.5 and MC4R ag barr -4.1.
`COc1ccc(-c2nnc(NC(=O)c3c(OC)cccc3OC)s2)cc1` gave Cardio protect 0.3, HTR2A ag -3.3, ABHD5-PLIN5 inh -1.3, NOD2 RIPK2 PPI 7.6, TLR9-MyD88 inh -5.3, ABCB6 inh MLPCN 102.0, SRC2 inh -32.0, N-glyco inh 0.1, MC4R antagonist -1.7 and MC4R ag barr -1.7.
For Cc1cc(C)n2c(SCC(C)C)nnc2n1 the results were Cardio protect -6.6, HTR2A ag 2.5, ABHD5-PLIN5 inh 1.8, NOD2 RIPK2 PPI -9.0, TLR9-MyD88 inh -7.5, ABCB6 inh MLPCN 107.0, SRC2 inh -30.2, N-glyco inh 0.0, MC4R antagonist 0.7 and MC4R ag barr -0.3.
Screening CNc1cc(Cl)nc(SC)n1 returned Cardio protect 6.7, HTR2A ag -3.2, ABHD5-PLIN5 inh 4.2, NOD2 RIPK2 PPI -2.4, TLR9-MyD88 inh -0.6, ABCB6 inh MLPCN 105.0, SRC2 inh -34.3, N-glyco inh 0.2, MC4R antagonist 1.4 and MC4R ag barr -2.4.
CC1CC(C)CN(CCCNC(=O)CCNC(=O)Cn2ccc3ccccc3c2=O)C1 (stereo not given) was read as Cardio protect 12.0, HTR2A ag 3.5, ABHD5-PLIN5 inh 0.4, NOD2 RIPK2 PPI -5.1, TLR9-MyD88 inh 5.0, ABCB6 inh MLPCN 92.0, SRC2 inh 0.8, N-glyco inh -0.1, MC4R antagonist 12.3 and MC4R ag barr -1.8.
For COCCn1c(=O)[nH]c2cc(C(=O)N3CCN(c4ccccc4F)CC3)ccc2c1=O the results were Cardio protect 5.2, HTR2A ag -0.7, ABHD5-PLIN5 inh -2.4, NOD2 RIPK2 PPI 1.6, TLR9-MyD88 inh -8.6, ABCB6 inh MLPCN 91.0, N-glyco inh 4.7, MC4R antagonist -0.1 and MC4R ag barr -1.4.
`CCN(c1ccccc1)S(=O)(=O)c1ccc(Cl)c(C(=O)Nc2ccncc2)c1` gave Cardio protect -5.2, HTR2A ag 2.9, ABHD5-PLIN5 inh -0.5, NOD2 RIPK2 PPI 5.3, TLR9-MyD88 inh -12.1, ABCB6 inh MLPCN 101.0, SRC2 inh 2.1, N-glyco inh -0.8, MC4R antagonist 10.3 and MC4R ag barr 1.9.
COc1ccc(-c2c(C)nn(-c3ccccc3)c2NC(C)=O)cc1OC was read as Cardio protect -4.2, HTR2A ag -1.7, ABHD5-PLIN5 inh 1.1, NOD2 RIPK2 PPI -8.5, TLR9-MyD88 inh -19.0, ABCB6 inh MLPCN 106.0, SRC2 inh 6.7, N-glyco inh 0.5, MC4R antagonist 15.8 and MC4R ag barr -1.2.
For Cc1nn(C)cc1/C=C/C(=O)c1ccccc1 the results were Cardio protect -15.8, HTR2A ag -1.4, ABHD5-PLIN5 inh 6.9, NOD2 RIPK2 PPI -0.3, TLR9-MyD88 inh -12.6, ABCB6 inh MLPCN 99.0, SRC2 inh -42.6, N-glyco inh -4.6, MC4R antagonist 6.9 and MC4R ag barr -1.2.
Cc1cccc(N2CCN(C(=O)C(NS(=O)(=O)c3cccs3)c3ccccc3)CC2)c1C (stereo not given) was read as Cardio protect -4.0, HTR2A ag -1.6, ABHD5-PLIN5 inh -9.4, NOD2 RIPK2 PPI 7.5, TLR9-MyD88 inh 2.2, ABCB6 inh MLPCN 95.0, SRC2 inh 19.4, N-glyco inh -7.3, MC4R antagonist 6.3 and MC4R ag barr 2.1.
Cc1ccc(C(=O)NCCC(=O)N2CCC3(CC2)NCCc2[nH]cnc23)cc1C was read as Cardio protect 1.2, HTR2A ag 0.2, ABHD5-PLIN5 inh -4.0, NOD2 RIPK2 PPI 2.5, TLR9-MyD88 inh -4.3, ABCB6 inh MLPCN 102.0, SRC2 inh -14.3, N-glyco inh 1.9, MC4R antagonist -2.8 and MC4R ag barr -1.7.
